High-throughput results (PubChem BioAssay)
EBV gp42 block: Epstein-Barr virus gp42 inhibitors, primary screen, biochemical, uHTS, fluorescence polarization; inhibition, % (tested at 21.74 µM); Fluorescence polarization binding assay, mP read-out; Glycoprotein 42 (Epstein-Barr virus (strain AG876)), Q1HVG2; actives 0.42% (n = 220,000); in the data active means inhibition above about 50%
Target sequence (Q1HVG2 whole entry, looked up): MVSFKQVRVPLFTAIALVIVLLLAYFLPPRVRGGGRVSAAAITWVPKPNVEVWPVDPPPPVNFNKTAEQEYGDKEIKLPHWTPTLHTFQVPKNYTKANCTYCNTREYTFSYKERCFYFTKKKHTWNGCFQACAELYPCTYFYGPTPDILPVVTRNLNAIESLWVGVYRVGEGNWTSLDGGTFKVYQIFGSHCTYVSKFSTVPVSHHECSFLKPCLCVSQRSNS
TRPN1 ag: zebrafish TRPN1 channel agonists, primary screen, cell-based, HEK293, calcium fluorescence; HEK293 zebrafish TRPN1-YFP, Fluo-8 calcium fluorescence; 100% = response to 87 µM carbachol; activation, % at 3 µM; actives 0.18% (n = 220,000);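 active means activation above its plate's cutoff, the mean activation of test wells on that plate plus 3 SD, cut at about 19% in these data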;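 further: 0% = DMSO alone and 100% = 87 µM carbachol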
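Control set: carbachol 87 µM as high control, DMSO as low control; system: HEK293 stable line with zebrafish TRPN1-YFP; read-out: % activation versus carbachol response; detection: intracellular calcium fluorescence with Fluo-8; doses: single test compound dose, 3 µM nominal, 0.3% DMSO; schedule: dye 1 h 37 °C plus 30 min RT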
p47phox inh: p47phox/p22phox peptide binding inhibitors, primary screen, biochemical, uHTS, NADPH oxidase regulatory subunit; Neutrophil cytosol factor 1 (Homo sapiens), P14598; fluorescence polarization, 2 h; inhibition, % at 24.7 µM; actives 0.53% (n = 220,000); AID 1274, 2008;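 active means inhibition above about 30%, limit read from the data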;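 further: 0% = p47phox with labelled peptide and 100% = labelled peptide alone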
PPC-1+TRAIL kill: compounds killing PPC-1 cancer cells with TRAIL present, primary screen, TRAIL potentiator project, ATPLite luminescence, uHTS. PPC-1 cells + TRAIL, ATPLite viability luminescence. cell killing (% activity), % at 4 µM. actives 0.41% (n = 220,000). AID 1443, 2008;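 active means cell killing above 50% in the first pass at 4 µM, then a duplicate retest at 5 µM averaging 50% or more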;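 further: plate controls were cells with TRAIL plus DMSO for no effect and medium-only wells lacking cells for full effect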
Mdm2 ligase inh: MDM2-luciferase reporter signal enhancers, primary screen, MDM2 E3 ligase inhibitor project, cell-based, luminescence, 1536-well | AID 1230, 2008 | cell-based MDM2 ubiquitination luciferase reporter, 2 h; 0 = plate control, 100 = twice control, blank-subtracted | signal enhancement, % at 5 µM | actives 0.11% (n = 210,000) | E3 ubiquitin-protein ligase Mdm2 (Homo sapiens), Q00987;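 active means signal enhancement of 30% or more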;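 further: luminescence tracks abundance of the self-degrading MDM2-luciferase fusion protein; higher signal means inhibition of MDM2 E3 ligase activity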
Target sequence (Q00987 whole entry, looked up, the tested form may be a part): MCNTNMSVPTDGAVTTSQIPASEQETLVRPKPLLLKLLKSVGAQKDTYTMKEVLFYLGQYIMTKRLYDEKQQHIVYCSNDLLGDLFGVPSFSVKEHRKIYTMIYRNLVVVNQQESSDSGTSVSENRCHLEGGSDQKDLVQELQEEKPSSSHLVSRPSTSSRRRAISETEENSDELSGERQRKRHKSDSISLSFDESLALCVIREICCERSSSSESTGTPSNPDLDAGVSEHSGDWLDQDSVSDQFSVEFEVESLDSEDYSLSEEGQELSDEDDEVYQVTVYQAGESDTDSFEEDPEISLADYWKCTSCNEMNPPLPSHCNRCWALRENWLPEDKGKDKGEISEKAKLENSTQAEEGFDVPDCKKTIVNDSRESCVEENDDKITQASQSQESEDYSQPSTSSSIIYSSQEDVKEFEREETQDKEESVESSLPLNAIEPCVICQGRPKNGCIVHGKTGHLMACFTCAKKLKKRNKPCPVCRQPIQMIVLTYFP
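Test system: stable mammalian line carrying autodegrading MDM2–luciferase fusion reporter; quantity: 2000 cells in each well; times: 4 h cell settling then 2 h compound exposure, 37 °C; detection: luminescence with SteadyLite reagent, 15 min at room temperature; evaluation: percent signal gain over controls, blank-subtracted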
TRPML3 ag: human TRPML3 channel agonists, primary screen, cell-based, HEK293 TRPML3-YFP, Fluo-8 calcium fluorescence, 3 µM | 100% = the carbachol control signal | activation, % at 3 µM | actives 0.29% (n = 220,000) | AID 1448, 2008;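 active means activation above its plate's cutoff, the mean activation of the plate's test wells plus 3 SD, cut at about 12% in these data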;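 further: 0% = DMSO only wells and 100% = carbachol wells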
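Test system: HEK293 cells stably carrying human TRPML3-YFP; Doses: single dose, 3 µM final nominal compound, 0.3% DMSO final; Schedule: dye loading 1 h 37 °C then 30 min ambient, 125 s read; Technique: Fluo-8 calcium fluorescence; Benchmarks: high control carbachol 87 µM, low control DMSO.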
CHOP inhibitor: inhibitors of CHOP promoter induction, primary screen, cell-based, unfolded protein response, luciferase reporter; AID 2732, 2010; CHO-K1 CHOP-promoter luciferase, tunicamycin-induced, 15-18 h; actives 3.8% (n = 220,000); inhibition, % at 10 µM;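 active means compounds that reduced the stress-induced luciferase reporter signal by more than about 70% of percent inhibition, limit read from the data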;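 further: 0% = tunicamycin plus vehicle and 100% = wells without tunicamycin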
Runt-SMMHC FRET: inhibitors of RUNX1 Runt–CBFb-SMMHC binding, primary screen, biochemical, FRET, Cerulean-Runt, Venus-CBFb-SMMHC, uHTS; AID 1434, 2008; actives 0.74% (n = 220,000); inhibition, % at 20 µM; Cerulean-Runt/Venus-CBFb-SMMHC FRET ratio 530/480, 1 h;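 active means mean inhibition across duplicate retests at 20 µM reaching about 50%, limit read from the data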;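 further: 0% = DMSO wells and 100% = wells with excess untagged CBFb-SMMHC; inhibitors lower the FRET ratio by blocking Runt binding to CBFb-SMMHC; some results filed as inactive read as strong as hits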
TNF necrop inh: inhibitors of TNF-alpha triggered necroptosis, primary screen, cell-based, Jurkat FADD-/-, single concentration; AID 463075, 2010; actives 0.068% (n = 220,000); Jurkat FADD-/- TNF necroptosis rescue, ATP luminescence, 24 h; 0 = TNF only, 100 = no-TNF cells; activation (protection from cell death), % at 10 µM;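 active means activation, meaning protection from cell death, of at least 50% relative to plate controls; inactive means activation below 50%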;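 further: necroptosis triggered by 40 ng/mL TNF-alpha added together with compound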
An asterisk follows results filed as active; · = not tested or not shown.

SMILES	EBV gp42 block	TRPN1 ag	p47phox inh	PPC-1+TRAIL kill	Mdm2 ligase inh	TRPML3 ag	CHOP inhibitor	Runt-SMMHC FRET	TNF necrop inh
CC(NC(=O)c1ccccc1)C(=O)NC1=NCCS1 (configuration not stated)	-6	1.3	-7	-20	-4	0.5	4	-1	-0.6
O=C1C2C3C=CC(C3)C2C(=O)N1c1ccccc1 (configuration not stated)	2	-0.2	1	-7	-26	0.1	39	-10	6.2
CCn1cnc2scc(-c3ccccc3)c2c1=O	-10	-1.3	3	-9	-11	0.1	39	-7	16
CC(C)c1nc(CN(C)C(=O)N[C@H](C(=O)N[C@@H](Cc2ccccc2)C[C@H](O)[C@H](Cc2ccccc2)NC(=O)OCc2cncs2)C(C)C)cs1	-14	-2.0	-19	18	·	-0.5	56	1	·
O=C(Nc1ccc2c(c1)OCO2)c1cccc2c1C(=O)N(C1CCCCC1)C2	-8	0.9	-11	9	-8	0.6	9	0	1.4
COCCN(Cc1cc2cc3c(cc2nc1Cl)OCO3)C(=O)Nc1ccc(OC)cc1	-20	0.7	-8	0	·	-0.5	29	-4	1.8
C=CCOC(=O)C1=C(C)NC(SCC(=O)Nc2nccs2)=C(C#N)C1c1cccs1 (configuration not stated)	-26	-2.2	-17	11	-18	-0.5	99*	-8	12
COc1cccc(NC(C)(C)c2nnnn2-c2c(C)cccc2C)c1	-7	-1.9	-2	19	-17	-0.4	-11	1	-0.4
COC(=O)c1ccc(Cn2nc([N+](=O)[O-])c(Br)c2C)cc1	-9	-2.9	-14	1	-3	0.6	-1	1	24
COC(=O)Nc1sc2nc(C)cc(C)c2c1-n1cccc1	-10	0.2	-7	-3	-4	-0.1	-8	7	-5.3
Cn1ncc(N2CCN(C(=O)c3ccc(Cl)cc3)CC2)c(Cl)c1=O	-10	1.3	-5	18	13	0.7	4	0	-0.1
Cc1ccc(C(=O)CCC(=O)N2CCC(C(N)=O)CC2)cc1	-18	-0.3	-7	3	-11	0.9	-7	-1	1.7
CN1C(CC(=O)Nc2ccc(Br)cc2)c2ccccc2CC1(C)C (configuration not stated)	-10	0.0	-15	31	0	1.2	52	1	5.0
CC(C)Oc1ccc(CC2CCC(=O)N(C)C2=O)cc1 (configuration not stated)	5	1.5	-9	6	-4	0.6	-16	3	1.9
Clc1ccc(-c2c[n+]3c(n2-c2ccccc2)SCC3)cc1	-15	-1.2	-7	13	-16	0.2	-2	-1	0.0
CNC(=S)NNC(=O)c1sccc1OCc1ccc(C)cc1	-1	0.3	20	-2	2	1.0	-5	2	-1.1
O=C(C1CC1)N1CCc2cc(Br)cc(S(=O)(=O)N3CCOCC3)c21	-5	3.5	-3	-1	-8	0.8	18	-1	-1.1
CCC(C)NS(=O)(=O)c1ccc(OCC(=O)NCc2ccccn2)cc1 (configuration not stated)	-28	-1.8	-6	15	-18	0.2	2	-1	0.4
CCOC(=O)c1c(N)nn(C(=O)c2ccccc2F)c1-c1ccc(OC)cc1	-9	0.3	-5	18	13	0.2	21	0	0.2
Cc1ccc(CS(=O)(=O)Cc2ccc(C(=O)NCc3cccnc3)o2)cc1	-12	1.0	-8	25	-13	0.8	25	-10	-0.4
CC(C)CNC(=O)CSc1nc(-c2cccs2)cc(C(F)(F)F)n1	-4	-0.2	5	8	5	-0.7	36	5	1.5
CCN1CCN(Cc2cc(=O)oc3ccc(C)cc23)CC1	-6	-0.8	-4	18	-7	0.5	1	-1	2.3
O=C(NCCCN1CCOCC1)C(C(=O)NCCCN1CCOCC1)c1ncc(C(F)(F)F)cc1Cl	-12	0.7	-8	14	0	1.3	1	0	-0.6
Cc1cccc(C)c1-n1c(C)nn(CC#N)c1=O	-2	0.3	-5	3	-26	1.3	4	1	-0.6
Cc1nnc(NC(=O)CC(CN(C)S(=O)(=O)c2ccccc2)c2ccccc2)s1 (configuration not stated)	5	-1.4	7	-3	-11	-1.3	-15	2	-1.3
(listing goes on)
SMILES	EBV gp42 block	TRPN1 ag	p47phox inh	PPC-1+TRAIL kill	Mdm2 ligase inh	TRPML3 ag	CHOP inhibitor	Runt-SMMHC FRET	TNF necrop inh
N#Cc1ccc(CSC2=NCCN2)cc1	-14	1.3	0	-13	29	0.6	-4	2	1.9
O=c1c2ccccc2nc2ccc(N3CCOCC3)nn12	-4	-1.2	-8	-14	-12	1.1	-14	-4	-5.6
Nn1c(SCC(=O)Nc2ccc3c(c2)OCO3)nnc1-c1cccc(Cl)c1	-20	1.1	-7	17	-14	0.7	-17	-7	-2.1
COc1ccc(OC)c(NC(=O)CC2C(=O)NCCN2C(=O)Nc2cccc(Cl)c2)c1 (configuration not stated)	3	2.1	-17	17	-9	1.5	-3	-2	4.0
COCCNC(=S)N(Cc1cccs1)Cc1cc2cccc(C)c2[nH]c1=O	-10	0.6	-3	-3	-2	-0.3	5	-6	2.1
CCOC(=O)C1=C(C)NC(=O)NC1c1ccc(N(C)C)cc1 (configuration not stated)	-4	-0.5	-28	4	-15	-0.7	45	3	0.7
CC1CCC(N2CCN(S(C)(=O)=O)CC2)CC1 (configuration not stated)	-3	-0.2	-5	-5	3	0.0	42	4	-0.4
CN1CCN(C(=O)CSc2nc(-c3ccncc3)ccc2C#N)CC1	-10	0.6	-13	8	-8	0.3	15	2	0.7
Cc1ccc(N(C(=O)Nc2ccccc2)C2=NCCC2)cc1	-19	0.7	3	-4	-104	-0.5	42	-8	-0.3
CC(=O)Nc1ccc(S(=O)(=O)Nc2nc(-c3ccc(C(C)(C)C)cc3)cs2)cc1	-15	0.4	-24	12	11	0.6	-7	-2	0.8
O=C(Cn1ncc2c1-c1ccccc1OC2)Nc1ccc(Cl)cn1	-13	-0.1	-8	2	-25	-1.0	11	-4	0.8
COc1ccc(NC(=S)NC2CCCCC2)c(OC)c1	1	-0.2	5	5	9	0.3	-5	1	1.0
CCCc1cc(=O)[nH]c(SCCN2C(=O)c3ccccc3C2=O)n1	1	-0.5	-5	30	6	0.0	1	4	-1.1
Cn1ncc2c1ncn1nc(CCc3ccccc3)nc21	-31	2.9	6	17	-29	0.5	-22	-2	0.8
Cc1cc(OCCCC(=O)NC2=NCCS2)ccc1Cl	-21	1.4	3	22	-14	1.0	24	3	0.1
Cc1cc(C)cc(OCC(=O)O/N=C(\N)c2cccnc2)c1	-24	-3.3	-9	7	-4	-0.8	0	-2	4.0
Cc1ccccc1C(=O)NCCN=C1NS(=O)(=O)c2ccccc21	-6	1.0	-17	-13	-16	-0.3	14	-2	0.1
COc1ccc(-c2csc(NC(C)=O)n2)cc1OC	8	0.7	-15	15	-5	0.6	-28	-4	-0.4
CCOC(=O)c1c(C)[nH]c(C(=O)NNC(=O)c2ccc(C(C)(C)C)cc2)c1C	-26	-1.9	-58	-8	13	1.0	34	-1	1.7
CCOc1ccc(=O)n(-c2ccccc2)n1	-17	1.4	-19	-7	4	0.5	7	-10	-1.7
COc1ccc(CCNC(=O)Cn2ccc3c(OC)cccc3c2=O)cc1OC	5	-0.6	-5	11	-6	-0.4	0	-1	-0.2
Cc1ccc(O)c(/C=N/NC(=O)C2=NNC(c3ccccc3)(c3ccccc3)C2)c1	-21	0.0	-14	12	-7	-0.5	53	-16	-5.5
COc1cccc(-c2cc(C(=O)Nc3cc(C)n(Cc4ccc(Cl)cc4)n3)no2)c1	5	1.2	-7	8	-13	1.4	-3	3	-15
COC(=O)c1ccc(NC(=O)Cn2c(-c3nonc3N)nc3ccccc32)cc1	-22	-0.8	-3	14	-16	0.2	27	-1	1.3
Cc1nccn1CC(=O)N/N=C/c1cccs1	-15	0.5	-7	4	6	0.8	17	-2	5.2
O=C1SCC(c2ccc(Cl)cc2Cl)=NN1Cc1nnc(-c2ccccc2)o1	-16	-1.4	-39	23	-8	-0.2	45	0	2.5
S=C(NC1CCCCC1)N(CCc1ccccc1)CCc1ccccc1	-11	-0.6	-16	20	-16	2.0	24	0	-7.3
CCN(CC)CCNC(=O)c1c(C)n(-c2ccccc2)c2cc(Br)c(OC)cc12	-34	2.5	-49	34	-22	1.2	20	4	-2.6

Structural class: the compounds so far with a thiophene ring, fused or not
SMILES	EBV gp42 block	TRPN1 ag	p47phox inh	PPC-1+TRAIL kill	Mdm2 ligase inh	TRPML3 ag	CHOP inhibitor	Runt-SMMHC FRET	TNF necrop inh
CCn1cnc2scc(-c3ccccc3)c2c1=O	-10	-1.3	3	-9	-11	0.1	39	-7	16
C=CCOC(=O)C1=C(C)NC(SCC(=O)Nc2nccs2)=C(C#N)C1c1cccs1 (configuration not stated)	-26	-2.2	-17	11	-18	-0.5	99*	-8	12
COC(=O)Nc1sc2nc(C)cc(C)c2c1-n1cccc1	-10	0.2	-7	-3	-4	-0.1	-8	7	-5.3
CNC(=S)NNC(=O)c1sccc1OCc1ccc(C)cc1	-1	0.3	20	-2	2	1.0	-5	2	-1.1
CC(C)CNC(=O)CSc1nc(-c2cccs2)cc(C(F)(F)F)n1	-4	-0.2	5	8	5	-0.7	36	5	1.5
COCCNC(=S)N(Cc1cccs1)Cc1cc2cccc(C)c2[nH]c1=O	-10	0.6	-3	-3	-2	-0.3	5	-6	2.1
Cc1nccn1CC(=O)N/N=C/c1cccs1	-15	0.5	-7	4	6	0.8	17	-2	5.2

3 entries from above, arranged by their value in Runt-SMMHC FRET, largest number first.
structure	Runt-SMMHC FRET
CN1CCN(C(=O)CSc2nc(-c3ccncc3)ccc2C#N)CC1	2
CCOc1ccc(=O)n(-c2ccccc2)n1	-10
Cc1ccc(O)c(/C=N/NC(=O)C2=NNC(c3ccccc3)(c3ccccc3)C2)c1	-16
